Compound activity from PubChem.
Caspase-1 inhib: qHTS Assay for Allosteric/Competitive Inhibitors of Caspase-1 | P29466 | Caspase-1 enzyme, Ac-WEHD-AFC fluorogenic rate | Potency, µM (doses to about 57.5 µM), without a hit: at the highest dose activity change, negative = inhibition, hits mostly inhibitors | actives 0.03% (n = 75,000);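 further: potency means the concentration at half of the fitted maximal effect; plate controls were vehicle for no effect and no substrate for full effect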
BRCT PPI green: qHTS Assay for Inhibitors of BRCT-Phosphoprotein Interaction (Green Fluorophore); Breast cancer type 1 susceptibility protein (Homo sapiens), P38398; BRCA1 BRCT-phosphopeptide binding, green fluorescence polarization; Potency, µM (titrated, usually from 76.9 µM), for the others: top-dose activity change, negative = inhibition, usual class: inhibitors; actives 0.05% (n = 75,000);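 further: potency means the concentration at half of the fitted maximal effect; plate controls were peptide without protein for full effect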
Target sequence (P38398 whole entry, looked up): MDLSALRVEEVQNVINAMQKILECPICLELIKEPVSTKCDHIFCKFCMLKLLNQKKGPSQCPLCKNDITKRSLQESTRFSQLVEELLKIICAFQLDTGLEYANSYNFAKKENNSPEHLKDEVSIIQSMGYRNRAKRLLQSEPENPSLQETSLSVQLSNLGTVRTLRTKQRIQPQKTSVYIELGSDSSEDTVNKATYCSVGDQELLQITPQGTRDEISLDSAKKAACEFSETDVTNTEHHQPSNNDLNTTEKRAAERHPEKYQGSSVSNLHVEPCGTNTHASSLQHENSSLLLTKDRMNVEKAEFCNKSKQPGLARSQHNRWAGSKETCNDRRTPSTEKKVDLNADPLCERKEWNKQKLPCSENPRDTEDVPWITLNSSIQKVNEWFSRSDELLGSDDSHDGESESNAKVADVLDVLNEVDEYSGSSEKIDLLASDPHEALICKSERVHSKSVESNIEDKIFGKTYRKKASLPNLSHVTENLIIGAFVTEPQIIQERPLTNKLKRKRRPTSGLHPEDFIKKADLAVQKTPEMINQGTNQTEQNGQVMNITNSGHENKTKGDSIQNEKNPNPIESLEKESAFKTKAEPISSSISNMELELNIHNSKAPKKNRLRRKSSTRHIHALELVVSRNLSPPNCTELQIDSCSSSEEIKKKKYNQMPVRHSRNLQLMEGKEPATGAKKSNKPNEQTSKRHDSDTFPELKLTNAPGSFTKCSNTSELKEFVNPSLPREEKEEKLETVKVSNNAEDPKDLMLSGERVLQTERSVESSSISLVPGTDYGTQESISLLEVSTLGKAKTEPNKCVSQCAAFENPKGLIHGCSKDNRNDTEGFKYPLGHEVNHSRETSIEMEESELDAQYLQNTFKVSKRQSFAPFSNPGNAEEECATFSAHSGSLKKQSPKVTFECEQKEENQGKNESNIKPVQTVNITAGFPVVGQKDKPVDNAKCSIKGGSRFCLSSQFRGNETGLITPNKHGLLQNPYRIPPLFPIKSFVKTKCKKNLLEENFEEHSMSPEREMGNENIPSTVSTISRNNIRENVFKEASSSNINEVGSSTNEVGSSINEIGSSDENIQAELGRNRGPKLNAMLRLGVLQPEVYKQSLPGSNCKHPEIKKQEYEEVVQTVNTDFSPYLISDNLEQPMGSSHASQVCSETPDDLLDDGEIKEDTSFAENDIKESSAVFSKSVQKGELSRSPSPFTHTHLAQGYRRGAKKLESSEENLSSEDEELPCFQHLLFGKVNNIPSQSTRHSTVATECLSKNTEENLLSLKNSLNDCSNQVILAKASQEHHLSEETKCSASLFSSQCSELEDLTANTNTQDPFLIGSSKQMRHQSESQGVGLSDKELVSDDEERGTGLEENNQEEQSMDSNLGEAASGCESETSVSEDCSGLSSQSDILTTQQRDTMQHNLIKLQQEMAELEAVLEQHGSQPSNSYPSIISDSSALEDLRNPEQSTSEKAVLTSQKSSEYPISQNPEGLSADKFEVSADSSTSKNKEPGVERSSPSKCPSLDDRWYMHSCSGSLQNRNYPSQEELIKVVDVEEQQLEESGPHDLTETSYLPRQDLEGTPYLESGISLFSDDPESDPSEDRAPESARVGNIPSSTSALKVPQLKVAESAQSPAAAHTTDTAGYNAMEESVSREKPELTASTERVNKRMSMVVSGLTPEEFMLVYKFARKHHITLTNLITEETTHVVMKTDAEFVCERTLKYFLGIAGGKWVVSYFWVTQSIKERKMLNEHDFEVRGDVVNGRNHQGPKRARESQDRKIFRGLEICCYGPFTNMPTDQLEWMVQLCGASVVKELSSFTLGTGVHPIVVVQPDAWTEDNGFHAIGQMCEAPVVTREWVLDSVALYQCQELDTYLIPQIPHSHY
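Compounds were incubated for 12 min at room temperature with a complex of 100 nM fluorescein-tagged pBACH1 decapeptide and 250 nM His-tagged BRCT protein. Buffer was phosphate pH 7.3 with EDTA, DTT and Tween 20. Disruption of binding lowers the polarization signal.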
BRCT PPI red: qHTS Assay for Inhibitors of BRCT-Phosphoprotein Interaction (Red Fluorophore) | Breast cancer type 1 susceptibility protein (Homo sapiens), P38398 | BRCT-phosphopeptide binding, red fluorescence polarization | Potency, µM (titrated, usually from 76.9 µM), for the others: at the top dose activity change, negative = inhibition, actives largely listed as inhibitors | actives 0.03% (n = 75,000) | AID 892, 2007; further: on the % scale 0 is the no-effect control and ±100 the full control effect
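Fluorescence polarization: 100 nM His-tagged BRCA1 BRCT with 100 nM TAMRA-labelled phospho-BACH1 decapeptide, phosphate buffer pH 7.3 with 150 mM NaCl, DTT, 0.01% Tween 20; 12 min RT. Binding inhibition seen as FP decrease.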
USP2a inh: qHTS Assay for Inhibitors of Ubiquitin-specific Protease USP2a | Ubiquitin carboxyl-terminal hydrolase 2 (Homo sapiens), O75604 | USP2a enzymatic assay, qHTS inhibition | Potency, µM (top dose mostly 38.3 µM), for inactives: at the highest dose activity change, negative = inhibition, usual class: inhibitors | actives 0.1% (n = 60,000);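 further: potency means the concentration at half of the fitted maximal effect; nearly all actives have a fitted effect of over 60% in size; plate controls were DMSO for no effect and NEM full inhibition control for full effect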
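20 nM USP2 core + cpd, 30 min RT; add 20 nM Ub-PLA2/20 uM NBD C6-HPC; read Ex460/Em535 at 0 h and 2.5 h. Normalized to NEM; qHTS curve fit/classification.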
Caspase-7 inhib: qHTS Assay for Allosteric/Competitive Inhibitors of Caspase-7. AID 889, 2007. actives 0.02% (n = 75,000). Potency, µM (highest dose often 57.5 µM), inactives show at the highest dose activity change, negative = inhibition, hits mostly inhibitors. recombinant caspase-7, Ac-DEVD-AFC fluorescence rate. P55210; active means well fitted inhibition curve with a large enough effect in the main read-out, with a control signal flat, not every such curve was filed as active; inconclusive means small, poorly fitted or top-dose-only effect, or a change in a side signal; further: potency means the concentration at half of the fitted maximal effect; % of control where 0% means no effect
HEK293 cAMP cs: qHTS Assay for Agonists of the Thyroid Stimulating Hormone Receptor: Activators of Intracellular cAMP Concentrations in Parental HEK 293. parental HEK293 CNG cAMP sensor, membrane potential fluorescence. Potency, µM (highest dose often 57.1 µM), for the others: at the highest dose activation, most hits filed as activators. actives 2.5% (n = 73,000); further: potency means the concentration at half of the fitted maximal effect; % of control where 0% means no effect; nearly all actives have a fitted effect of over 55% in size
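Counterscreen for endogenous-receptor signalling: CNG-channel HEK 293 cells report cAMP rise by membrane depolarization. After 60 min dye equilibration with 100 uM RO 20-1724, compounds incubated 30 min before bottom-read fluorescence at 590 nm.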
Pol III holo inh: qHTS Assay for Inhibitors of DNA Polymerase III Holoenzyme System; reconstituted DNA polymerase III holoenzyme replication, biochemical; Potency, µM (series often up to 57.1 µM), for inactives: top-dose activity change, negative = inhibition; actives 0.25% (n = 71,000); further: potency means the concentration at half of the fitted maximal effect; on the % scale 0 is the no-effect control and ±100 the full control effect
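Reconstituted *E. coli* holoenzyme (0.35 nM Pol III, 1 nM beta, 154 nM SSB, 2 nM primase) was preincubated with compound for 15 min at RT. Synthesis on 1.4 nM ssM13Gori ran 35 min, then was stopped with PicoGreen/EDTA and read as dsDNA fluorescence.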
ALOX15 inhib: qHTS Assay for Inhibitors of 15-hLO (15-human lipoxygenase); purified 15hLO-1, xylenol orange hydroperoxide absorbance; Potency, µM (series often up to 57.1 µM), inactives show at the top dose activity change, negative = inhibition, most hits filed as inhibitors; AID 887, 2007; Polyunsaturated fatty acid lipoxygenase ALOX15 (Homo sapiens), P16050; actives 1.4% (n = 74,000); further: potency means the concentration at half of the fitted maximal effect; on the % scale 0 is the no-effect control and ±100 the full control effect; nearly all actives have a fitted effect of over 55% in size
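Readout: Fe(III)-xylenol orange absorbance, 573-to-405 nm ratio as reaction progress. Enzyme 40 nM purified human 15hLO-1, substrate 50 uM arachidonic acid, 6 min RT after 15 min compound preincubation; Hepes pH 7.5 buffer with Triton X-100.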
Rhodamine fluor: qHTS Assay for Spectroscopic Profiling in Rhodamine Spectral Region. actives 0.05% (n = 59,000). Rhodamine-region fluorescence, 547/598 nm, Tris buffer; stronger effect = higher value. max dye-equivalent concentration, M; in the data active means max dye-equivalent concentration above about 11 nM; inconclusive means between about 1.1 nM and that limit
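A six-point rhodamine series on each plate calibrates the signal. Compounds sit in 100 mM Tris (pH 8.0) for 15 min at ambient temperature before imaging through 547 nm/598 nm filters.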
HADH2 inh: qHTS Assay for Inhibitors of HADH2 (Hydroxyacyl-Coenzyme A Dehydrogenase, Type II) | 3-hydroxyacyl-CoA dehydrogenase type-2 (Homo sapiens), Q99714 | recombinant HADH2, NADH fluorescence, beta-hydroxybutyryl-CoA | Potency, µM (top dose mostly 57.1 µM), for the others: at the top dose activity change, negative = inhibition, usual class: inhibitors | actives 3.4% (n = 73,000) | AID 886, 2007; further: potency means the concentration at half of the fitted maximal effect; on the % scale 0 is the no-effect control and ±100 the full control effect; nearly all actives have a fitted effect of over 60% in size; many of its hits are not listed in these tables
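20 nM HADH2 + cpd, 15 min RT; add 1 mM NAD+/90 uM beta-hydroxybutyryl-CoA; kinetic fluorescence 360/450 nm, 4 min. Tris-HCl pH 9.0, 0.01% Tween-20.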
Tau fil binding: qHTS Assay for Tau Filament Binding. Potency, µM (doses to about 57.1 µM), for inactives: top-dose activity change, negative = inhibition. recombinant tau filaments, thioflavin S fluorescence, 15 h; filaments grown with octadecylsulfate alongside compound. Microtubule-associated protein tau (Homo sapiens), P10636. actives 2% (n = 71,000). AID 596, 2007;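 further: potency means the concentration at half of the fitted maximal effect; on the % scale 0 is the no-effect control and ±100 the full control effect; actives lower thioflavin S fluorescence by blocking filaments or displacing dye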
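His-tagged recombinant human tau (exons 2, 3, 10; 1 uM final) fibrillized with 30 uM sodium octadecylsulfate, 15 h at 37 C, in pH 7.4 HEPES buffer with 10 uM thioflavine S and 5 mM DTT. Reduced ThS fluorescence (450/510 nm) marks activity.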
Active calls of the source: *; i = inactive; ? = inconclusive; . = not tested or not shown; [ ] = dose if it differs, or a comment. Unless noted, the call rests on the fitted dose curve; in most records, active means well fitted curve in the direction sought with a large enough effect; inconclusive means small, poorly fitted or top-dose-only effect, or another doubt; inactive means no such curve, though single readings can be large; an effect the other way counts as inactive or inconclusive. Only part of the results is shown. The share of hits here may be higher or lower than overall.

SMILES	Caspase-1 inhib	BRCT PPI green	BRCT PPI red	USP2a inh	Caspase-7 inhib	HEK293 cAMP cs	Pol III holo inh	ALOX15 inhib	Rhodamine fluor	HADH2 inh	Tau fil binding
CCOC(=O)c1sc2nc(CC(=O)OC)nc(NCc3ccco3)c2c1C	-3%	12%	-2.3%	23%	-3%	?	-3%	-11%	i	-8%	36%
O=C(c1csnn1)N1CCC2(CC1)CN(C(c1ccccc1)c1ccccc1)C2	-4%	-1.1%	-0.4%	65%[activator]	-1%	5%	16%	-1%	i	7%	10%
CCC1CCCCN1CCCNC(=O)c1ccc(CS(=O)(=O)Cc2ccccc2F)o1 (stereo not drawn)	0%	0.5%	0.5%	-3%	1%	6%	-4%	11%	i	-1%	1%
CCOC(=O)c1oc2nc(C)c3c(c2c1N)CC(C)(C)OC3	2%	-5.5%	1.0%	4%	0%	6%	-3%	1%	i	-109%	3%
COc1ccc(C2=Nn3c(nnc3-c3cccnc3)SC2)cc1	0%	0.2%	-3.6%	9%	0%	-3%	-14%	-5%	i	-1%	2%
COc1ccc(-c2csc(N(CC3CCCO3)C(=O)c3ccco3)n2)cc1 (stereo not drawn)	-3%	-3.1%	0.0%	?	-2%	20µM*	-3%	-7%	i	15%	8%
CC(C)C(=O)Nc1cccc(C(=O)Nc2nccs2)c1	0%	0.0%	-2.7%	1%	-1%	6%	-7%	6%	i	15%	-3%
COC(=O)[C@@H]1C[C@H]1[C@@H](NS(=O)(=O)c1ccc2ccccc2c1)c1ccccc1	-1%	-0.6%	0.3%	.	-7%	18%	-6%	.	.	-3%	-4%
COc1ccccc1NC(=O)CN1CCN(c2ccc(Cl)cc2)CC1	-4%	1.5%	3.4%	-9%	-2%	20µM*	3%	-25%	i	-7%	48%
N#CCCn1cnc2ccccc21	-1%	-1.8%	1.6%	-1%	-1%	17%	-4%	0%	i	-1%	-7%
Cc1ccc(NC(=O)CN2CCCCCC2)c(Br)c1	0%	-0.6%	-0.2%	-3%	0%	17%	7%	0%	i	0%	?
Clc1ccc(C=Nc2ccc3c(c2)Cc2ccccc2-3)c(Cl)c1	0%[11.5 µM]	-1.2%[15.4 µM]	-1.5%[15.4 µM]	.	1%[11.5 µM]	14%[11.4 µM]	-10%[11.4 µM]	4%[11.4 µM]	i	-1%[11.4 µM]	-9%[11.4 µM]
CC1CCCCN1C(=O)Cn1nnc(-c2cccnc2)n1 (stereo not drawn)	-12%	-5.9%	0.8%	53%[activator]	-9%	13%	-2%	2%	i	13%	43%
Cc1ccccc1NS(=O)(=O)c1ccc(OCC(=O)NCc2ccco2)cc1	-1%	2.3%	0.3%	-20%	1%	-8%	4%	-4%	i	-17%	4%
COCc1[nH]nc2c1C1(C(=O)Nc3ccc(F)cc31)C(C#N)=C(N)O2 (stereo not drawn)	-2%	-1.4%	0.1%	4%	1%	-1%	-3%	4%	i	2%	-18%
O=C(CCN1C(=O)c2ccccc2C1=O)Nc1ccc(-c2nc3ccccc3o2)cc1	-5%	-1.7%	-0.1%	20%	0%	-1%	-15%	-11%	i	-15%	-9%
CCCn1c(C)nc2c(NCCN(C(C)C)C(C)C)nc(C)nc21	1%	-2.7%	0.2%	.	0%	14%	1%	-11%	.	0%	0%
CCN(CC)CCNC(=O)Cn1cnc2sc(C)c(S(=O)(=O)N3CCOCC3)c2c1=O	4%	-0.9%	-1.4%	-2%	-1%	6%	7%	6%	i	12%	1%
Cn1c(=O)c2c(nc(CN3CCCCC3)n2CCCc2ccccc2)n(C)c1=O	0%	-3.9%	1.4%	.	2%	?	0%	2%	i	7%	-10%
O=c1c2cc(Cl)ccc2[nH]c(=S)n1Cc1ccco1	-2%	-1.6%	0.0%	2%	-4%	1%	-11%	3%	i	-9%	38%
COc1ccccc1-c1cncnc1NCCNC(C)=O	-2%	-0.8%	0.0%	-20%	-5%	9%	-4%	10µM*	i	16µM*	-16%
Cc1ccc(-c2nnn(CC(=O)O)n2)cc1	1%	0.8%	-0.8%	-8%	1%	17%	-2%	-15%	i	-4%	18%
CO/N=C(\C)CCN1CCCCc2nc(C)c(C)cc21	-3%[11.5 µM]	-1.1%[15.4 µM]	-0.1%[15.4 µM]	.	-2%[11.5 µM]	1%[11.4 µM]	.	2%[11.4 µM]	.	-7%[11.4 µM]	.
O=C(CCc1nc(-c2ccccc2F)no1)NCc1ccco1	0%	0.1%	-1.3%	-8%	1%	4%	-2%	9%	i	8%	-9%
CC(=O)N1CCc2cc(S(=O)(=O)CCC(=O)NCc3ccc4c(c3)OCO4)ccc21	4%	2.9%	-0.1%	13%	1%	2%	0%	-2%	i	3%	18%
CC12CCC(C(=O)N3CCN(c4ccccc4)CC3)(CC1=O)C2(C)C (stereo not drawn)	0%	-1.2%	-3.8%	7%	-1%	14%	0%	6%	i	-3%	-20%
O=C(OC1CCOC1=O)c1cncc(Br)c1 (stereo not drawn)	0%	-3.6%	0.1%	-1%	-2%	-16%	4%	10%	i	-4%	9%
O=C1N(Cc2ccc3c(c2)OCO3)c2ccccc2C1(O)c1c[nH]c2ccccc12 (stereo not drawn)	-2%	1.0%	-2.5%	35%[activator]	-6%	?	5%	?	i	1%	-15%
CC(=O)N1CCN(c2ccccc2NC(=O)c2cc(Br)ccc2Cl)CC1	-2%	-5.8%	0.6%	27%	-1%	32µM*	-3%	-5%	i	8%	-23%
CCCNc1nc2c(c(=O)[nH]c(=O)n2C)n1Cc1cccc(Br)c1	3%	-2.1%	0.5%	-17%	0%	-12%	-4%	-5%	i	11%	96%

Overlap with the part before: 2 entries, followed by the next part.
SMILES	Caspase-1 inhib	BRCT PPI green	BRCT PPI red	USP2a inh	Caspase-7 inhib	HEK293 cAMP cs	Pol III holo inh	ALOX15 inhib	Rhodamine fluor	HADH2 inh	Tau fil binding
CC(=O)N1CCN(c2ccccc2NC(=O)c2cc(Br)ccc2Cl)CC1	-2%	-5.8%	0.6%	27%	-1%	32µM*	-3%	-5%	i	8%	-23%
CCCNc1nc2c(c(=O)[nH]c(=O)n2C)n1Cc1cccc(Br)c1	3%	-2.1%	0.5%	-17%	0%	-12%	-4%	-5%	i	11%	96%
CCOC(=O)CSc1nnc(Cn2nnc(-c3ccccc3)n2)n1C	0%	-1.0%	-1.5%	9%	0%	2%	0%	-5%	i	6%	15%
COc1ccccc1S(=O)(=O)Cc1ccc(C(=O)N2CCN(c3ccccn3)CC2)o1	0%	-1.0%	1.7%	.	2%	-2%	-9%	-3%	.	-6%	-9%
Cc1ccc(C2CC(=O)Nc3sc(C(N)=O)c(N)c32)cc1 (stereo not drawn)	2%	0.7%	-1.1%	1%	-3%	6%	0%	-3%	i	-11%	0%
Cc1ccccc1-c1ccc(Nc2ccc(N3CCOCC3)cc2)nn1	-2%	-0.7%	-0.1%	22%	1%	-15%	1%	-13%	i	4%	16µM*
CCS(=O)(=O)N1CCCC(c2nc(-c3cccc(OC)c3)no2)C1 (stereo not drawn)	-2%	-0.7%	-1.9%	-3%	2%	7%	0%	3%	i	7%	-3%
COc1ccc(Cl)c(Cn2c(NCC(C)O)nc3c2c(=O)n(C)c(=O)n3C)c1 (stereo not drawn)	0%	-1.8%	1.0%	8%	-1%	2%	5%	-3%	i	2%	8%
CCOC(=O)c1ccccc1NC(=O)c1c(F)c(F)c(F)c(F)c1F	-2%	-1.9%	-0.1%	-3%	0%	11%	-2%	-9%	i	-20%	-11%
O=C(CC1C(=O)NCCN1C(=O)Nc1ccccc1)Nc1ccc2c(c1)OCO2 (stereo not drawn)	-1%	2.7%	-1.0%	24%	-1%	-7%	-4%	7%	i	19%	1%
